# aSyn tox rescue = qHTS of alpha-syn Inhibitors: NCGC Sytravon Library Screen. AID 1347070, 2019. S. cerevisiae alpha-synuclein toxicity rescue, BacTiter-Glo growth, 24 h. Potency, µM (doses to about 46.1 µM), for inactives: at the top dose growth rescue (activation), hits mostly activators. hit rate 0.02% among 94,000; active = well fitted activation curve with a large enough effect; inconclusive = small, poorly fitted or top-dose-only effect; note: 0% is about no effect
#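 Growth restoration measured by BacTiter-Glo luminescence after 24 hr at 30 deg C; alpha-synuclein yeast, raffinose-pregrown to mid-log, were added at OD600=0.02 in galactose medium onto pinned compounds.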
# An asterisk follows results filed as active; u = inconclusive. Potency is the fitted concentration of half-maximal effect. An excerpt, so the mix of outcomes need not match the whole.
smiles | aSyn tox rescue
COc1ccc(CC(NC(C)=O)C(=O)NC2CCN(C(=O)c3cccc(Cl)c3)CC2)cc1OC (stereo not given) | 3%
O=C(CN1C(=O)COc2ccc(S(=O)(=O)NC3CCCC3)cc21)NCc1ccc(Cl)cc1 | -6%
CCN(C(=O)CSc1nnc(-c2cccs2)n1CC)C1CCS(=O)(=O)C1 (stereo not given) | 4%
FC(F)(F)c1cc(-c2cccs2)nc2nc(N3CCOCC3)sc12 | 15%
O=C(COc1ccccc1)NCc1ccc2c(c1)CCN2C(=O)c1ccccc1 | 6%
Cc1nc(SCC(=O)Nc2sccc2C(N)=O)c2c(C)c(C)sc2n1 | -9%
COc1cccc(CNCCSc2nnnn2-c2ccccc2)c1OC | 1%
C/C(CC(=O)NC1CCCC1)=N\NC(=O)C1CCCCC1 | 5%
CCCCc1ccc(NC(=O)CSc2nc3ccccc3nc2N2CCOCC2)cc1 | 1%
COc1ccccc1N1CCN(C(=O)Cn2cnc3sc(C)c(S(=O)(=O)N4CCC(C)CC4)c3c2=O)CC1 | 1%
CNC(=O)C(=O)NCCN1CCN(C(=O)c2ccc([N+](=O)[O-])cc2)CC1 | 4%
COc1cc2c(cc1OC)C(COc1ccc(F)cc1)N(C(=O)c1cccc(F)c1)CC2 (stereo not given) | 4%
COc1ccc(NC(=O)c2oc3ccccc3c2NC(=O)Cc2cccs2)cc1 | -5%
COc1cc(OC)c(OC)cc1CN1CCc2nc(N3CCN(C)CC3)ncc2C1 | 3%
CCOC(=O)c1c(C)n(-c2ccccc2)c2ccc(O)c(CN(C)C)c12 | 6%
Cc1ccc(OC(C)C(=O)N2CCN(CCc3ccncc3)CC2)cc1C (stereo not given) | -6%
Cc1ccc(-n2nc(CO)c(C(=O)NCCCc3ccccc3)n2)cc1 | 4%
CCC(C)NC(=O)c1nn(Cc2ccccc2)c(=O)c2ccccc12 (stereo not given) | -8%
O=C(Nc1ccccc1)Oc1ccccc1N1CCOCC1 | -10%
COc1ccc(C(=O)O)cc1S(=O)(=O)N(C)CCc1ccccn1 | -2%

# Later entries
smiles | aSyn tox rescue
COc1ccc(-c2noc(N3CCC(C(=O)N(C)c4cc(Cl)ccc4OC)CC3)n2)cc1 | 9%
CCOC(=O)c1c(NC(=O)c2ccc(S(=O)(=O)N(CC(C)C)CC(C)C)cc2)sc2c1CCN(C(=O)OCC)C2 | -9%
N#CCc1nc2ccc(S(=O)(=O)N3CCOCC3)cc2s1 | -14%
COC(=O)C1=C(C)N(c2cccc(OC)c2)C(=O)/C1=C\c1ccco1 | -9%
NC(=O)CSc1nnc(-c2ccc([N+](=O)[O-])cc2)o1 | -12%
Cc1cc2cc(CNC(=O)c3ccc(S(=O)(=O)N4CCOCC4)cc3)ccc2n1C | -5%
O=C(CSc1nc(C(F)(F)F)cc(=O)[nH]1)NCc1ccc2c(c1)OCO2 | 1%
Cn1cc(CNCc2ccc(-n3cccn3)cc2)c(-c2ccccc2F)n1 | 9%
CCOc1ccc(CCNC(=O)Cn2nc(-c3ccc(C)cc3)ccc2=O)cc1OCC | 0%
CC(C)NC(=O)N1CCC(N2CCN(Cc3ccc(F)cc3)C(=O)C2=O)CC1 | 1%
CCN(Cc1nc(-c2cccc(C)c2)no1)C(=O)c1ccco1 | 12%
CC(C)(C)C(=O)NCCc1nc2ccccc2n1CC(=O)c1ccccc1 | 0%
CCOCCCn1c(SCC(=O)Nc2ccc3[nH]c(=O)[nH]c3c2)nc2ccccc2c1=O | 2%
COc1ccc2c(c1)C=C(CN1CCN(C(C)C)C(CCO)C1)CO2 (stereo not given) | 5%
CCOc1cccc(C2c3c(oc4cc(C)c(C)cc4c3=O)C(=O)N2c2nc(C)c(C)s2)c1 (stereo not given) | -1%
Cc1ccccc1-c1nc(CN2CCC(C(=O)NC(C)C)CC2)c(C)o1 | -6%
CCOC(=O)C1=C(N)c2ccccc2CC1C1CCCC1 (stereo not given) | 11%
Cc1ccc(C(OCC(O)CNC(CO)C(O)c2ccc([N+](=O)[O-])cc2)c2ccccc2)cc1 (stereo not given) | -16%
CCCn1c(SCC(O)c2cccc(OC)c2)nc2ccccc21 (stereo not given) | 0%
COc1cc(C(CC(=O)Nc2cccc(C(C)=O)c2)N2Cc3ccccc3C2=O)cc(OC)c1OC (stereo not given) | 2%

# Ordered by molecular weight (low to high): 3 of the compounds above.
smiles | aSyn tox rescue
N#CCc1nc2ccc(S(=O)(=O)N3CCOCC3)cc2s1 | -14%
CC(C)(C)C(=O)NCCc1nc2ccccc2n1CC(=O)c1ccccc1 | 0%
Cc1ccc(C(OCC(O)CNC(CO)C(O)c2ccc([N+](=O)[O-])cc2)c2ccccc2)cc1 (stereo not given) | -16%

# Structures from the list above containing a CF3 group (two):
smiles | aSyn tox rescue
FC(F)(F)c1cc(-c2cccs2)nc2nc(N3CCOCC3)sc12 | 15%
O=C(CSc1nc(C(F)(F)F)cc(=O)[nH]1)NCc1ccc2c(c1)OCO2 | 1%

# (listing goes on)
smiles | aSyn tox rescue
O=C(CSc1nc(=O)n(CCCN2CCOCC2)c2c1CCC2)Nc1ccccc1F | -18%
COc1ccc(S(=O)(=O)Nc2ccccc2C(=O)N2CCCC2)cc1C | -12%
Cc1ccc(N2CC(NC(=O)C3CC3)CC2=O)cc1C (stereo not given) | 4%
COc1ccc(NC(=O)CSCc2cnn(-c3ccccc3)c2-n2cccc2)cc1 | 2%
CCc1ccccc1NC(=O)CNC(=O)c1ccc(S(=O)(=O)NCc2ccco2)cc1 | -5%
O=c1c2oc3ccccc3c2n(Cc2ccccc2Cl)c(=O)n1Cc1ccc2c(c1)OCO2 | -10%
COc1cccc(C(=O)N2CCN(CCc3ccncc3)CC2)c1 | 3%
Cc1cccc(C)c1NC(=O)CN(C)C(=O)c1cccc(NS(=O)(=O)c2ccccc2)c1 | -4%
CCOc1ccc(NS(=O)(=O)c2ccc(-c3cc(C)no3)s2)cc1 | 5%
CC(=O)N1CCc2c(sc3c2c(=O)n(Cc2ccccc2)c(=O)n3Cc2cccc(Cl)c2)C1 | -4%
CCOc1ccccc1NC(=O)CN1C(=O)CC(c2ccco2)Sc2ccccc21 (stereo not given) | u
CCCCN1C(=O)C(O)(c2c(C)[nH]c3ccccc23)c2cc(Br)ccc21 (stereo not given) | -18%
COc1cccc2cc(C(=O)Nc3ccc(C)cc3)c(=O)oc12 | -4%
CCOc1ccc2nc(NC(=O)CN3C(=O)NC4(CCCC4)C3=O)sc2c1 | -3%
CCOC(=O)CNC(=O)Cn1nc(N2CCN(c3ccccc3)CC2)ccc1=O | 9%
COc1ccc(C(=O)c2oc3ccc(Br)cc3c2NC(C)=O)cc1 | -16%
COc1ccccc1N(C(=O)c1snc(C(N)=O)c1N)C(C(=O)NC1CCCCC1)c1cccc(OC)c1OC (stereo not given) | 3%
Cc1ccc(C)c(N2CCN(C(=O)C3CCN(S(=O)(=O)c4c(C)noc4C)CC3)CC2)c1 | 6%
O=c1c(-c2cc(-c3ccc(Cl)cc3)nc3c2COc2ccccc2-3)coc2ccccc12 | -6%
O=[N+]([O-])c1ccccc1S(=O)(=O)NCc1cccnc1 | -6%

# (list continues)
smiles | aSyn tox rescue
CCOCCCNC(=O)c1ccc(-n2c(=S)[nH]c3ccccc3c2=O)cc1 | -6%
CCCN(C(=O)Cn1ncc2c([nH]c3ccc(C)cc32)c1=O)c1ccccc1C | -5%
CCCCC(=O)Nc1nnc(C2=COCCO2)o1 | 6%
Cc1ccc(OCC(=O)Nc2nnc(S(=O)(=O)N3c4ccccc4CC3C)s2)cc1 (stereo not given) | -6%
COCCN(C(=O)COC(=O)C1COc2ccccc2O1)c1c(N)n(Cc2ccccc2)c(=O)[nH]c1=O (stereo not given) | -2%
O=C(c1cc2ccccc2o1)N1CCN(Cc2nc3ccccc3s2)CC1 | 9%
CCC(C)N(C(=O)CSc1nnc(NC(C)C)s1)C1CCS(=O)(=O)C1 (stereo not given) | 0%
CC1(CCc2ccccc2)NC(=O)N(CC(=O)Nc2ccccc2)C1=O (stereo not given) | 10%
Cc1ccc(F)cc1S(=O)(=O)N1CCC(c2nc3ccccc3s2)CC1 | -2%
C#CCN(C[C@@H]1[C@@H](OC(=O)NCc2ccccc2F)[C@@H](OC(=O)NCc2ccccc2F)Cn2c(=O)n(CCCCCC)c(=O)n21)S(=O)(=O)c1ccc(C)cc1 | 4%
CCOc1ccc(C(=O)N[C@H](C(=O)N2CCN(c3ncccn3)CC2)C(C)C)cc1 | 7%
COc1ccc(OC)c(NC(=O)c2cccnc2Sc2ccccc2)c1 | 10%
Cc1ccc(S(=O)(=O)N2CCCc3cc(NC(=O)c4ccc(F)c(F)c4)ccc32)cc1 | 0%
O=C(Nc1ccc(F)cc1)c1nc2c(nnn2Cc2cccc3ccccc23)c(=O)[nH]1 | 2%
O=C(O)CSCc1nc2scc(-c3ccccc3)c2c(=O)[nH]1 | -11%
CCN(CC)c1cc2c(cc1F)c(=O)c(S(=O)(=O)c1ccc(C)cc1)cn2Cc1ccc(F)cc1 | 4%
O=C(CSc1nnc(-c2ccco2)o1)c1ccc[nH]1 | -9%
Cc1nc(C)c(-c2nnc(-c3cccc(S(=O)(=O)N(C)C)c3)o2)cc1C(=O)NN | -4%
Cc1ccc(NC2c3ccccc3C(=O)N2CCN2CCOCC2)cc1 (stereo not given) | 2%
Cc1ccc(C(=O)NCc2ccccn2)cc1NC1=NC2CS(=O)(=O)CC2S1 (stereo not given) | 7%

# The list goes on:
smiles | aSyn tox rescue
CC(C)=C(c1ccc(Cl)cc1)c1c(N)ncnc1N | -3%
CC(C)(C)N1C(=O)c2ccc(C(=O)Nc3ccc(-c4nc5ccccc5[nH]4)cc3)cc2C1=O | 4%
O=C(NC(=S)NN1CCCCC1c1cccnc1)c1ccc(Cl)cc1Cl (stereo not given) | 4%
CCNC(=S)N1CCN(S(=O)(=O)c2ccccc2C(F)(F)F)CC1 | 3%
O=C(Cn1ncc2c(=O)oc3ccccc3c21)NCCc1ccsc1 | 1%
CCc1ccc(CNCc2c(C(=O)O)n(Cc3cccc(F)c3)c3cc(OC)ccc23)cc1 | 5%
CCSc1nnc(NC(=O)c2cc(=O)c3cc(C)ccc3o2)s1 | -1%
Cc1ccc(S(=O)(=O)N2C[C@]3(O)C[C@@H]4C(=O)N(c5ccccc5)C(=O)[C@@H]4C[C@]3(OC(=O)NC3CC3)C2)cc1 | 11%
CCc1ccc(-c2nc(SCC(=O)NC3CC3)n[nH]2)cc1 | 1%
Cc1cc(C)c(S(=O)(=O)NCCS(=O)(=O)N2CCN(c3ccccc3)CC2)c(C)c1 | u
O=C1Nc2cc(C(=O)NCCN3CCCCCC3)ccc2S/C1=C/c1ccccc1F | 9%
Cc1cc(NC(=O)CSCC(=O)Nc2ccc(Cl)c(C(F)(F)F)c2)no1 | -16%
O=C(OCC(=O)N1CCN(c2ccccc2)CC1)c1cc(F)c(F)cc1Cl | -2%
CCOC(=O)c1cnc2c(C)cc(Cl)cc2c1NCCc1ccc(OC)c(OC)c1 | -18%
COc1ccc(CC(=O)NC2CC(=O)N(c3cccc(F)c3)C2)cc1 (stereo not given) | -3%
COc1cc(OC)c(NC(=O)c2cnn(-c3ccccc3)c2-n2cccc2)cc1Cl | -1%
COc1cc(C(=O)Nc2nnc(S(=O)(=O)N(C)c3ccccc3)s2)cc(OC)c1OC | 4%
O=c1cc(COc2ncnc3ccccc23)nc2sccn12 | 1%
CCN(CC)C(=O)C1=C(C)N(Cc2ccc(F)cc2)C(=O)C(CC(=O)NC(c2ccccc2)c2ccccc2)C1 (stereo not given) | 3%
COc1ccc(/C=C/C(=O)OCC(=O)c2cc(C)ccc2C)cc1 | 2%

# A second format for some results above.
Cc1ccc(S(=O)(=O)N2C[C@]3(O)C[C@@H]4C(=O)N(c5ccccc5)C(=O)[C@@H]4C[C@]3(OC(=O)NC3CC3)C2)cc1
  aSyn tox rescue: 11%
CCc1ccc(-c2nc(SCC(=O)NC3CC3)n[nH]2)cc1
  aSyn tox rescue: 1%
Cc1cc(C)c(S(=O)(=O)NCCS(=O)(=O)N2CCN(c3ccccc3)CC2)c(C)c1
  aSyn tox rescue: u
O=C1Nc2cc(C(=O)NCCN3CCCCCC3)ccc2S/C1=C/c1ccccc1F
  aSyn tox rescue: 9%

# Following part:
smiles | aSyn tox rescue
CCOc1ccc(S(=O)(=O)N2CCOCC2)cc1NC(=O)CSC(=S)N1CCCC1 | -8%
CCOc1ccccc1N1CSC2=C(C#N)C(c3c(OC)ccc4ccccc34)CC(=O)N2C1 (stereo not given) | 3%
Cc1ccc(NC(=O)CSc2nc(=O)n(CCCN(C)C)c3c2CCC3)cc1F | 1%
COC(=O)Cc1c(C)c2cc3c(c(C)c2oc1=O)OCN(CCc1ccc(OC)cc1)C3 | 10%
Cc1ccc(S(=O)(=O)c2nc(-c3ccco3)oc2SCC(C)C)cc1 | 4%
Cc1ccccc1N1CCN(C2CCCN(C(=O)CSc3ccccn3)C2)CC1 (stereo not given) | -5%
CCOC(=O)N1CCC(NC(=O)C2CCCN(C(=O)c3cc4sccc4n3C)C2)CC1 (stereo not given) | 5%
Cc1nc2ccc(S(=O)(=O)N(C)CC(=O)Nc3ccc(Br)c(C)c3)cc2s1 | 3%
COc1cccc(C(=O)NCCSc2ccc(F)cc2)c1 | 6%
COc1cc(NC(=O)C(NC(=O)C2CCC(C)CC2)C(C)C)cc(OC)c1OC (stereo not given) | 0%
COc1ccc(-n2nc(C(=O)Nc3ccc(C)cn3)c3c4ccccc4n(C)c3c2=O)cc1Cl | -13%
CCCCNC(=O)c1sc2ncccc2c1-n1cccc1 | -4%
Fc1cc(F)c2ncc3c(-c4ccccc4)nn(-c4cccc(Cl)c4)c3c2c1 | -12%
